Bioassay records (PubChem)
Tb hexokinase = Trypanosoma brucei hexokinase 1 inhibitors, primary screen, biochemical, G6PDH-coupled NADH absorbance, MLSCN library; actives 0.11% (n = 220,000); AID 1430, 2008; inhibition, % at 10 µM; hexokinase 1 [Trypanosoma brucei]; recombinant TbHK1, G6PDH-coupled NADH A340;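 active = inhibition of 50% or more in the single-dose primary screen; inactive = inhibition below 50%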
p47phox inh = p47phox/p22phox peptide binding inhibitors, primary screen, biochemical, uHTS, NADPH oxidase regulatory subunit; fluorescence polarization, 2 h; inhibition, % at 24.7 µM; Neutrophil cytosol factor 1 (Homo sapiens), P14598; actives 0.53% (n = 220,000); AID 1274, 2008;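 active = inhibition above about 30%, limit read from the data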;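 also: 0% = p47phox with labelled peptide and 100% = labelled peptide alone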
14-3-3 Bad inh = inhibitors of 14-3-3 zeta/Bad binding, primary screen, biochemical, TR-FRET, bovine 14-3-3 zeta; 14-3-3 protein zeta/delta (Bos taurus), P63103; inhibition, % at 21.7 µM; AID 781, 2007; actives 0.71% (n = 220,000); TR-FRET 14-3-3zeta/Dy647-pBad peptide displacement, 1 h;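 active = inhibition above about 70%, limit read from the data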;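 also: 0% = full 14-3-3 plus peptide FRET controls and 100% = background without 14-3-3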
Runt-CBFb FRET = inhibitors of RUNX1 Runt–CBFb binding, primary screen, biochemical, FRET, Cerulean-Runt, Venus-CBFb, uHTS; actives 0.46% (n = 220,000); inhibition, % at 20 µM; AID 1496, 2009; Cerulean-Runt/Venus-CBFb FRET ratio 530/480, 1 h;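 active = inhibition over about 50% at 20 µM in the single-dose screen, limit read from the data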;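 also: 0% = DMSO wells and 100% = excess unlabeled CBFb competitor control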
Target sequence (Q01196 whole entry, looked up): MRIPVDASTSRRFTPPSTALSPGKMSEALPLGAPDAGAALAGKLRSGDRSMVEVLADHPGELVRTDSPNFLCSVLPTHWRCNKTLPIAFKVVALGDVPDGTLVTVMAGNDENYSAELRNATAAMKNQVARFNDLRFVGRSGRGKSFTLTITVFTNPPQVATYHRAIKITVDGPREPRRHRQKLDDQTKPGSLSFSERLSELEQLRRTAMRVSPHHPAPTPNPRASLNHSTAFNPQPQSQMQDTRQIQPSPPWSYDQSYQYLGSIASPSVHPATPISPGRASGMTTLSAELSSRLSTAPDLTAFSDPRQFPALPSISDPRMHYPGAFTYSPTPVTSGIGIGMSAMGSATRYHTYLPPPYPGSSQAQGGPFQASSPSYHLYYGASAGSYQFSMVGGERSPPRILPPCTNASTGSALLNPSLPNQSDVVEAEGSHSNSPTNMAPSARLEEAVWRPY
Target sequence (Q13951 whole entry, looked up): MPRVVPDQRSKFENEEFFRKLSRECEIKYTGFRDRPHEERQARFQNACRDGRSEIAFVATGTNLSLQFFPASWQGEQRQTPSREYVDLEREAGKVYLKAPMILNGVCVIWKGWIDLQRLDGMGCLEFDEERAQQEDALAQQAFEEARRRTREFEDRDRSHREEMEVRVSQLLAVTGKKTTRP
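test system = Cerulean-Runt domain fusion protein, energy donor | probe or stimulus = Venus-CBFb binding partner, 100 nM | incubation = two 1 h room-temperature incubations shielded from light | detection = fluorescence energy transfer, 422 nm excitation, 530/480 nm emission | measure = loss of energy transfer signal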
L929 necroptosis = inhibitors of zVAD-triggered necroptosis, primary screen, L929 cells | L929 zVAD necroptosis rescue, ATP luminescence, 24 h; with zVAD 60 µM | viability rescue, % at 10 µM | actives 0.38% (n = 220,000) | AID 1377, 2008;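 active = activation, scaled between plate controls, above about 75%, limit read from the data; inactive = activation under that limit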;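 also: 0% = zVAD with DMSO and 100% = DMSO alone without zVAD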
Runt-SMMHC FRET = inhibitors of RUNX1 Runt–CBFb-SMMHC binding, primary screen, biochemical, FRET, Cerulean-Runt, Venus-CBFb-SMMHC, uHTS; inhibition, % at 20 µM; Cerulean-Runt/Venus-CBFb-SMMHC FRET ratio 530/480, 1 h; Runt-related transcription factor 1 (Homo sapiens) + Core-binding factor subunit beta …; AID 1434, 2008; actives 0.74% (n = 220,000);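 active = mean inhibition across duplicate retests at 20 µM reaching about 50%, limit read from the data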;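 also: 0% = DMSO wells and 100% = wells with excess untagged CBFb-SMMHC; inhibitors lower the FRET ratio by blocking Runt binding to CBFb-SMMHC; some results filed as inactive read as strong as hits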
MDM2 E3 inh = MDM2-luciferase reporter signal enhancers, primary screen, MDM2 E3 ligase inhibitor project, cell-based, luminescence, 1536-well | E3 ubiquitin-protein ligase Mdm2 (Homo sapiens), Q00987 | cell-based MDM2 ubiquitination luciferase reporter, 2 h; 0 = plate control, 100 = twice control, blank-subtracted | signal enhancement, % at 5 µM | actives 0.11% (n = 210,000);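 active = signal enhancement of 30% or more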;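 also: luminescence tracks abundance of the self-degrading MDM2-luciferase fusion protein; higher signal means inhibition of MDM2 E3 ligase activity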
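System: stable MDM2–luciferase fusion reporter cells / Input: 2000 cells seeded into each well / Schedule: 4 h settle plus 2 h compound, 37 °C / Compound: single-point 5 µM / Buffer or medium: cells held in DMEM / Benchmarks: control and blank well means / Evaluation: percent signal gain over controls, blank-subtracted / Measured by: luciferase luminescence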
EBV gp42 block = Epstein-Barr virus gp42 inhibitors, primary screen, biochemical, uHTS, fluorescence polarization; Glycoprotein 42 (Epstein-Barr virus (strain AG876)), Q1HVG2; Fluorescence polarization binding assay, mP read-out; inhibition, % (tested at 21.74 µM); actives 0.42% (n = 220,000); AID 1085, 2008; in the data active = inhibition above about 50%
Target sequence (Q1HVG2 whole entry, looked up): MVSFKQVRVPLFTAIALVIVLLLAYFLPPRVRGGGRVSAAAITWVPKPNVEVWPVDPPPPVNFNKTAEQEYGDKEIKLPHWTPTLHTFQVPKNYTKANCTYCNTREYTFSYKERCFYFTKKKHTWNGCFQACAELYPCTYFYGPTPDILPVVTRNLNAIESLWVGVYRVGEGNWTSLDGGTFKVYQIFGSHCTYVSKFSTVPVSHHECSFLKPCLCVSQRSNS
Hck Nef HTS = inhibitors of Nef-activated human Hck kinase, primary screen, biochemical, Z-Lyte FRET, 384-well, Hck-YEEI. Recombinant Hck-YEEI plus Nef, Z-Lyte FRET kinase assay. inhibition, % at 20 µM. actives 0.68% (n = 220,000);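 active = Hck-Nef kinase inhibition above about 50%, limit read from the data; inactive = inhibition below that limit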;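 also: 0% = DMSO with Hck plus Nef and 100% = Hck alone without Nef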
* hit, by the source's call; · = no result given; [ ] = dose if it differs, or a comment.

SMILES	Tb hexokinase	p47phox inh	14-3-3 Bad inh	Runt-CBFb FRET	L929 necroptosis	Runt-SMMHC FRET	MDM2 E3 inh	EBV gp42 block	Hck Nef HTS
CCOC(=O)N1CCN(c2nc(-c3cccc(OC)c3)cc(C(F)(F)F)n2)CC1	-10	-1	1[fluorescence artefact?]	-5	2.2	-1	-5	1	0
O=C1CCN(C(=O)c2ccccc2)C2CCCCC12 (configuration not stated)	3	-6	4[fluorescence artefact?]	0	1.1	1	-4	-8	4
CCOc1ccccc1NS(=O)(=O)c1cn(C)nc1C	-2	0	-1	1	0.4	-1	-10	-7	10
CCOC(=O)c1cnc2cc(-c3ccc(C(C)(C)C)cc3)nn2c1N	-6	-7	-5	-1	4.9	2	-13	-14	0
O=C(NN1CCCCC1)c1ccccc1	4	-4	-13	1	1.0	-4	16	-19	3
Cc1nnc2ccc(-c3cccc(NS(C)(=O)=O)c3)nn12	-9	·	0	1	0.9	-3	-4	-28	9
CCN(CC)S(=O)(=O)c1ccc2oc(C(=O)NCC3COc4ccccc4O3)c(C)c2c1 (configuration not stated)	-4	-6	5	-1	0.5	-6	-5	-24	0
C/C(=N\NC(=O)CCCC(=O)O)c1c(-c2ccccc2)c2cc(Cl)ccc2[nH]c1=O	-15	-4	2	1	-0.1	0	-16	9	-2
CCOC(=O)c1c(NC(=O)CSc2nnnn2-c2ccc3c(c2)OCCO3)sc(C)c1C	-4	-42	-13	0	6.4	-2	-7	-19	3
c1ccc2c(c1)nc(N1CCOCC1)c1nncn12	-33	-2	0	2	0.6	0	-13	-20	-2
CSc1nc2ccc(NC(=O)c3c(F)cccc3F)cc2s1	-3	-2	-2	0	31	2	-17	4	-1
O=C(c1cccc2ccccc12)C1CCCN(C(=O)C2CCOCC2)C1 (configuration not stated)	-7	-25	-10	2	-0.9	0	-12	-11	17
Cc1ccc(N=C(NOC(=O)c2ccccc2)c2nonc2N)c(C)c1	3	-18	11	-2	0.1	5	5	-7	-3
COc1ccc(Cn2c(=O)[nH]c3cc(C(=O)NCCCOC(C)C)ccc3c2=O)cc1	0	4	-18	-6	6.3	2	-19	2	24
O=C(c1noc2c1CCc1ccccc1-2)N1CCc2ccccc2C1	2	-8	-1	-2	-0.4	-7	-12	-9	-11
CC(NC(=O)c1ccc(Br)o1)c1ccccc1 (configuration not stated)	2	-3	-4	0	21	1	8	-3	21
COc1ccc(S(=O)(=O)Nc2ccc(S(=O)(=O)N3CCOCC3)cc2)cc1	-8	0	13[fluorescence artefact?]	-1	0.3	-4	-8	-7	-1
CC(C)c1ccc(N(CC(=O)NCC2CCCO2)C(=O)Cn2nnc(-c3cccs3)n2)cc1 (configuration not stated)	-3	-3	0	-6	-0.8	1	-15	-7	9
COC(=O)C1CCN(c2cc(=O)n(C3CCCCC3)c(=O)[nH]2)CC1	4	-15	2	0	4.4	0	-9	-17	0
COc1ccc(-c2csc(NC(=O)c3ccc(N4C(=O)CCC4=O)cc3)n2)cc1	8	-4	-7	-1	0.1	-4	-18	0	-9
Cc1c(-c2ccc(Br)cc2)[n+](=O)c2c(n1[O-])CCCC2	-1	-5	-7	0	1.8	1	-56	2	-10
Cc1ccc(SC(C)C(=O)Nc2ccccc2C(=O)N2CCOCC2)cc1 (configuration not stated)	-6	-22	2[fluorescence artefact?]	1	0.2	2	-3	4	11
COc1ccc(C(=O)NC(C(=O)NCC2CCCO2)C(C)C)cc1 (configuration not stated)	0	-6	-6	3	0.7	-1	-6	-25	16
Cc1cc(-c2nnc(-c3cc4ccccc4oc3=O)o2)c(C)n1-c1ccccc1	-4	-24	-6	8	0.1	15	-12	-17	0
CC(C)=N/N=C(\c1cccc([N+](=O)[O-])c1)C12CN3CN(CN(C3)C1)C2	20	-10	-11	-1	0.7	4	0	-10	0
CCc1nc2ccccc2[nH]1	-1	-10	5[fluorescence artefact?]	2	-0.1	0	-9	-21	3
Cc1cc(C)nc(NS(=O)(=O)c2ccc(NC(=O)CCN3C(=O)c4ccccc4C3=O)cc2)n1	-2	4	-2	0	-0.4	-2	-4	-15	-7
Cc1ccc(OCC(=O)NNC(=O)CCc2ccccc2)cc1	1	-5	15	-1	0.4	-3	-18	-6	-1
Cc1cc([N+](=O)[O-])ccc1NC(=O)c1ccc(NC(=O)C(C)C)cc1	-8	-6	-11	3	51	2	-10	3	4
CC1=C(C)C(=O)N(c2ccccn2)C1=O	2	-12	-11[fluorescence artefact?]	-26	0.8	1	-15	-14	2
COc1ccc(-n2c(=O)[nH]cc(C(=O)Nc3ccc4c(c3)OCCO4)c2=O)cc1	39	-9	-5	-2	2.1	-2	-4	-6	1
CCC(CC)C(=O)Nc1cccc(C(=O)Nc2nccs2)c1	2	-17	11	0	67	1	-4	-6	1
Cc1cc(-c2ccccc2)nc(N(C)NC(=O)c2ccc(Cl)cc2)c1S(C)(=O)=O	-7	-10	-8[fluorescence artefact?]	-2	0.3	-2	-9	-12	3
O=C(Cn1c(=O)n2ncnc2c2c3c(sc21)CCCC3)c1ccccc1	-3	-7	0	-3	0.3	-2	-2	-6	2
CC(=O)N1CCN(C(=S)NC(=O)C23CC4CC(CC(C4)C2)C3)CC1	-7	-4	-6	1	0.6	0	4	2	-4
CCCCC(CC)CNC(=O)c1cc2ccccc2c(=O)o1 (configuration not stated)	-2	-6	7	-4	0.8	1	-14	-14	1
CN(C)CCCN(C(=O)c1sc2ccccc2c1Cl)c1nc2c(F)cccc2s1	8	-13	-3	2	2.2	-4	-16	-19	3
COc1ccc(OCC(=O)N2CCN(c3cccc(Cl)c3)CC2)cc1	0	-2	-4	-3	0.0	-2	-1	-11	0
COC(=O)/C=C/C(=O)N1CCN(c2ccccc2)CC1	0	-4	-13[fluorescence artefact?]	-1	-0.3	-3	-2	3	5
COc1ccc(-c2cc(C(=O)O)c(C)o2)cc1OC	0	-13	-9	2	0.2	-4	-14	-2	-1
CCN(CC(=O)Nc1c(C(=O)OC)[nH]c2ccccc12)c1ccc2c(c1)OCO2	-6	2	-2[fluorescence artefact?]	2	-0.1	1	-8	3	-2
COC(=O)CCn1c(C)cc(C(=O)COc2ccccc2C(N)=O)c1C	-3	-8	-8	0	1.3	-3	-12	-14	13
O=C(Nc1ccc(Cc2ccncc2)cc1)C1CCC(N2C(=O)C3C4C=CC(C4)C3C2=O)CC1 (configuration not stated)	-13	-8	-3	-2	0.8	-3	-3	1	10
COc1ccc(COc2ccccc2C(=O)NCc2ccccc2)cc1F	1	-27	7	-1	1.3	-2	-26	-16	1
Cc1cc2c(cc1C)NC(c1ccccn1)C1=C(CC(C)(C)CC1=O)N2 (configuration not stated)	-46	0	13	1	0.1	-9	-6	-15	14
COC(=O)c1cnn(-c2ccccc2)c1N	-4	-3	1	-1	-1.0	2	-10	2	-4
COc1ccccc1-c1c(C#N)c(N)nc2c1CCc1ccccc1-2	30	-6	3	10	1.2	20	-12	16	47
Cc1ccsc1/C=N/N=C1\C(=O)Nc2ccccc21	-14	-4	-5	-4	1.0	-7	-8	7	2
CN(C)c1ccc(NS(=O)(=O)c2cccc(Cl)c2)cc1	2	6	6	6	0.6	17	2	-16	37
O=C(COC(=O)c1cccc(C(=O)OCC(=O)c2ccc(Br)cc2)n1)c1ccc(Br)cc1	-24	15	28	4	-0.2	3	-36	2	15
Cc1ccn2c(Nc3ccccc3C)c(-c3ccncc3)nc2c1	-13	-11	-5	-1	-0.4	1	2	4	13
Cc1ccc(S(=O)(=O)c2ccc(Cl)cc2)cc1S(=O)(=O)NC(C(=O)O)C(C)C (configuration not stated)	32	-2	7[fluorescence artefact?]	-2	-0.4	-29	3	-11	5
O=C(CN1C(=O)NC2(CCCCC2)C1=O)Nc1ccc2c(c1)CCC2	-2	-21	-3	0	5.3	1	-3	6	3
CC(C)c1nnc(NC(=O)CN2C(=O)c3ccccc3C2=O)s1	-10	-4	11	1	0.4	0	-5	-17	0
Cc1ccccc1NC(=O)Cn1c(=O)n(CC2CCCO2)c(=O)c2ccccc21 (configuration not stated)	-8	4	-9	0	0.8	-4	18	1	19
Cc1ccc(CN(CC(=O)NC(C)(C)C)C(=O)CNC(=O)c2cccs2)cc1	1	5	-2	-1	-0.4	0	-17	-10	22
CC(=O)Nc1ccc(Sc2ccccc2C(=O)N2CCCC2)cn1	-3	-11	-15	0	-1.1	-4	0	-17	25
COc1ccc(N/N=C(\C#N)C(N)=O)cc1	-25	-35	-11[fluorescence artefact?]	1	0.9	3	-4	9	3
CCN(Cc1ccccc1)C(c1cc2cc(C)cc(C)c2[nH]c1=O)c1nnnn1CCOC (configuration not stated)	-11	-5	-14	3	-0.1	0	-4	8	0
CCN1C(=O)C(CC(=O)N2CCN(C(c3ccccc3)c3ccccc3)CC2)N(CC)C1=O (configuration not stated)	-10	-16	2	-2	0.7	0	-1	-16	5

Reprinted at random: three records from the list
SMILES	Tb hexokinase	p47phox inh	14-3-3 Bad inh	Runt-CBFb FRET	L929 necroptosis	Runt-SMMHC FRET	MDM2 E3 inh	EBV gp42 block	Hck Nef HTS
Cc1ccccc1NC(=O)Cn1c(=O)n(CC2CCCO2)c(=O)c2ccccc21 (configuration not stated)	-8	4	-9	0	0.8	-4	18	1	19
CCOC(=O)N1CCN(c2nc(-c3cccc(OC)c3)cc(C(F)(F)F)n2)CC1	-10	-1	1[fluorescence artefact?]	-5	2.2	-1	-5	1	0
Cc1cc(-c2ccccc2)nc(N(C)NC(=O)c2ccc(Cl)cc2)c1S(C)(=O)=O	-7	-10	-8[fluorescence artefact?]	-2	0.3	-2	-9	-12	3

Next part:
SMILES	Tb hexokinase	p47phox inh	14-3-3 Bad inh	Runt-CBFb FRET	L929 necroptosis	Runt-SMMHC FRET	MDM2 E3 inh	EBV gp42 block	Hck Nef HTS
CC(C)(C)NC(=O)COc1ccc(CNCc2ccccn2)cc1	-7	3	-3	0	0.5	-1	-11	-14	15
COc1cc(-c2nnc(COC(=O)C3c4ccccc4Oc4ccccc43)o2)cc(OC)c1OC	-3	-30	-6	-6	-0.3	2	1	-4	0
O=C(N/N=C\c1c(O)ccc2ccccc12)c1ccc(Cn2cccn2)o1	-12	-14	-18[fluorescence artefact?]	-30	3.4	-37	-8	-26	-4
Cc1ccc(C2=[N+]([O-])C(C)(C)N(O)C2(C)C)cc1	1	0	-2	1	1.7	3	-7	3	3
Cc1ccc(NC(=O)CCN2C(=O)CSC2=O)cc1	3	-6	-3	-1	0.7	-3	-2	-19	9
